KLK7 zymogen act: proKLK7 (human) activation, primary screen | purified proKLK7, EDANS-DABCYL substrate fluorescence; 100% is mature enzyme control, 0% vehicle | hit rate 0.9% among 370,000 | P49862 | activation, % at 7 µM;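 active means activation above the mean of all tested compounds plus 3 SD, computed per campaign excluding outliers beyond control limits, cut at about 13% in these data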
DAX1 inh-1: inhibitors of human orphan nuclear receptor DAX1 (NR0B1) | P51843 | HEK293 Gal4-DAX1 luciferase reporter, luminescence | inhibition, % at 6.75 µM | hit rate 0.99% among 340,000 | AID 504766;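 active means inhibition above the mean over all tested compounds plus 3 SD, cut at about 4.2% in these data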;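 further: 0% = DAX1-transfected cells with DMSO and 100% = empty-vector control cells with DMSO; inhibition shows as a rise in luminescence from relieved DAX1 repression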
Target sequence (P51843 207-470 limits assumed): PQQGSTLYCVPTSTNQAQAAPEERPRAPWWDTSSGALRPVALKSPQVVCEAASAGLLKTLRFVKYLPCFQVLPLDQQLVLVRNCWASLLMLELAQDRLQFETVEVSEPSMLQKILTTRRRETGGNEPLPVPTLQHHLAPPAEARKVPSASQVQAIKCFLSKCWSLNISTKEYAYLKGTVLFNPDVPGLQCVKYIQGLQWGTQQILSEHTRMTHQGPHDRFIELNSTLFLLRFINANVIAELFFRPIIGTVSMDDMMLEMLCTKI
sPLA2-III inh: Blocks human group III sPLA2 activity | hit rate 0.56% among 370,000 | QFRET BODIPY PC-A2 liposome hydrolysis, fluorescence | Q9NZ20 | inhibition, % at 12.2 µM;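 active means inhibition above mean plus 3 SD of compounds lying within the high and low control bounds, cut at about 19% in these data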;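 further: 0% = median of test compound wells and 100% = no enzyme DMSO wells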
Target sequence (Q9NZ20 whole entry, looked up): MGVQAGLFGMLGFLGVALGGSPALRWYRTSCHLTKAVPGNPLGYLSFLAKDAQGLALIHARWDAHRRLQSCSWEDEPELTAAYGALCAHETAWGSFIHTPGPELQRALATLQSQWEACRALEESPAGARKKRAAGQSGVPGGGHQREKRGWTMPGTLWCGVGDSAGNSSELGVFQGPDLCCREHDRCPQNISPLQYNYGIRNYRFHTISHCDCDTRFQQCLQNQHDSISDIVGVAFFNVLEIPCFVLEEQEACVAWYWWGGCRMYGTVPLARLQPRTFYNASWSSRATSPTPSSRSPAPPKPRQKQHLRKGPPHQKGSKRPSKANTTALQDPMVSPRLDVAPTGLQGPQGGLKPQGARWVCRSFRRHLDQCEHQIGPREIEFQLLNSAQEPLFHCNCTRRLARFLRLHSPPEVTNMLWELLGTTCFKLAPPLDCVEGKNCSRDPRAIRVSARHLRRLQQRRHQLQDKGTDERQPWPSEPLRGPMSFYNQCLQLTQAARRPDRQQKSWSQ
hcDAF12 agonist: activates DAF-12 receptor from parasite H. contortus | HEK293 hcDAF-12 lit1-tk-luc reporter, luminescence; 0% DMSO, 100% Δ7-dafachronic acid | activation, % at 6.8 µM | hit rate 1.4% among 370,000;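 active means activation above the mean of all tested compounds plus 3 SD, cut at about 5.5% in these data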;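 further: 100% = response to 3 µM Δ7-dafachronic acid high control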
GAA850 FXN act: increases GAA850 frataxin promoter reporter activity. HEK293 lucGAA850 FXN promoter luciferase reporter, 24 h; percent of 10 µM SAHA response. activation, % at 6 µM. hit rate 0.56% among 360,000. AID 540364;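 active means activation above the average of all compounds screened plus 3 SD, cutoff fixed separately per campaign, cut at about 7.5% in these data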;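 further: 0% = DMSO wells and 100% = 10 µM SAHA wells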
SMARCA2 activ: increases SMARCA2 function in MMTV reporter cells. AID 652017. MG213 cells, MMTV-luciferase reporter, dexamethasone, overnight. hit rate 1% among 370,000. activation, % at 9.1 µM; in the data active means activation above about 7.8%;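 further: 0% = vehicle wells and 100% = reference activator wells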
GC-B act: GC-B (human) receptor activation; P20594; HEK293-GC-B cells, CNP EC30, cGMP TR-FRET; 0% at EC30 CNP, 100% saturating CNP; activation, % at 10 µM; hit rate 0.11% among 370,000;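 active means activation at 10 µM reaching about 35% in either raw or pattern-adjusted values, limit read from the data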
DAX1 inh-2: DAX1 (NR0B1) inhibition, primary screen | HEK293T StAR-luciferase reporter, SF-1/DAX-1 repression relief | inhibition, % at 6.8 µM | hit rate 1.1% among 370,000 | AID 652010;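 active means inhibition above the mean over all tested compounds plus 3 SD, cut at about 3.6% in these data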;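 further: 0% = DAX-1 cells with DMSO and 100% = cells lacking DAX-1 with DMSO; higher inhibition means more luminescence from relief of DAX-1 repression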
NPR1 activator: GC-A (human) enzyme activation; P16066; hit rate 0.14% among 370,000; AID 1671463; activation, % at 10 µM; HEK293 GC-A cells, cGMP TR-FRET, EC30 ANP; 0% at EC30 ANP, 100% saturating ANP; in the data active means activation above about 40%
hgDAF12 agonist: activates the H. glycines DAF-12 receptor ligand-binding domain; HEK293 GAL4-hgDAF12 UAS-luciferase reporter, agonist luminescence; normalized to butyrate control; activation, % at 6.8 µM; hit rate 1.8% among 370,000; AID 687014;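 active means activation above a cutoff set at the mean of all screened compounds plus 3 SD, cut at about 10% in these data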;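 further: 0% = DMSO wells and 100% = sodium butyrate wells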
ssDAF-12 act: activates DAF-12 receptor from parasite S. stercoralis; HEK293 ssDAF-12/GRIP1 lit1-tk-luc reporter, luminescence; % of 3 µM dafachronic acid response; activation, % at 6.8 µM; hit rate 1% among 370,000; AID 652126;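 active means activation above the mean over all tested compounds plus 3 SD, cut at about 0.9% in these data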;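 further: 0% = DMSO-only wells and 100% = 3 µM delta7-dafachronic acid wells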
Numbers without * were called inactive; . = no result given.

No.	SMILES	KLK7 zymogen act	DAX1 inh-1	sPLA2-III inh	hcDAF12 agonist	GAA850 FXN act	SMARCA2 activ	GC-B act	DAX1 inh-2	NPR1 activator	hgDAF12 agonist	ssDAF-12 act
1	Cc1ccc(CNC(=O)C(N=C2NS(=O)(=O)c3ccccc32)C(C)C)cc1 (stereo not given)	-0.2	0.3	-3	0.1	-0.8	1	5	1.4	-1	2.4	-0.9
2	O=C(CNc1cccc(S(=O)(=O)N2CCCC2)c1)Nc1cccc(F)c1	-0.2	0.2	-3	1.7	1.1	2	-1	-2.6	1	-1.2	-1.4
3	CC(=O)Nc1ccc(NC(=O)C2(C)Cc3c(-c4ccccc4)ccnc3O2)cc1 (stereo not given)	0.8	.	-6	-1.1	0.6	-3	-4	-0.7	2	-3.0	-1.1
4	COc1ccccc1CN=C1NC(=O)C(CC(=O)Nc2ccc(C(C)=O)cc2)S1 (stereo not given)	0.4	-0.3	-14	-0.7	1.1	0	-1	-0.1	2	3.4	-0.8
5	N#Cc1ccccc1OCC(=O)NCC(c1cccs1)N1CCOCC1 (stereo not given)	-0.1	0.4	-7	1.5	1.4	-2	-2	-0.1	0	2.5	-0.2
6	O=C(NC1CCCc2c1cnn2-c1ccc(F)cc1F)c1ccccc1N1CCOCC1 (stereo not given)	-0.1	0.1	-6	-1.4	-0.3	0	-2	-1.0	2	-1.7	-1.2
7	Nc1c(Cl)cc(-c2csc(N3CCCC3c3nc4cc(Cl)c(N5CCCCC5)cc4n3CCOCCO)n2)cc1Cl (stereo not given)	-0.9	1.2	10	-1.5	-0.3	-1	3	-0.4	-2	-1.6	-1.4
8	Cc1ccc(-c2nc(CS(=O)(=O)CC(=O)NC3CCCCC3C)c(C)o2)cc1 (stereo not given)	0.6	2.2	-6	-1.9	1.2	-2	3	1.4	0	1.5	-0.2
9	CCCc1cc(=O)n2[nH]c(SCc3ccc(Cl)cc3)nc2n1	-0.4	0.2	7	-0.5	0.6	-2	0	-0.3	-2	4.0	-1.0
10	Nc1ccc(Sc2nc3ccccc3[nH]2)cc1	-1.2	2.0	8	-1.3	1.6	-3	0	-0.3	0	0.1	-0.6
11	Cc1ccc([N+](=O)[O-])c(C)[n+]1C	1.1	0.1	0	-2.5	1.3	1	2	-0.4	2	-0.8	-2.0
12	N#Cc1ccsc1NC(=O)c1ccc(Cl)c([N+](=O)[O-])c1	0.1	-2.7	-3	-0.1	-3.7	-6	3	-1.0	4	5.2	-0.6
13	Cc1nn(C)cc1/C=N\NC(=O)c1ccc(Cn2cc(Cl)cn2)cc1	0.1	0.9	4	-1.9	0.6	0	-5	-0.1	-1	0.7	-0.2
14	COc1ccccc1NCC(=O)NC(=O)NC1CCCCC1	0.8	0.3	-7	0.5	-1.6	7	1	0.0	3	-2.4	-1.0
15	CCC(C)c1ccccc1N1CC(C(=O)N2CCN(c3ccccc3)CC2)CC1=O (stereo not given)	0.2	0.4	-4	0.1	-0.2	1	-1	-2.0	1	-2.1	-1.1
16	O=[N+]([O-])c1ccc(OCCCn2cncn2)cc1	-0.4	0.6	-4	-2.2	1.3	-1	4	-0.4	4	1.2	-1.0
17	CSCC[C@H](NC(=O)C1=NN(c2c(F)c(F)cc(F)c2F)C(=O)CC1)c1nc2ccccc2[nH]1	0.0	0.4	-8	2.1	0.2	3	-1	0.8	-4	-0.1	-0.3
18	CCN(C(=O)COC(=O)C1CCN(S(=O)(=O)c2ccc3c(c2)OCCO3)CC1)C1CCS(=O)(=O)C1 (stereo not given)	-0.5	0.6	3	-0.7	2.0	4	2	0.5	2	-2.0	-0.2
19	Cc1ccc(Cl)cc1NC(=O)C1CC1c1ccccc1 (stereo not given)	0.1	-0.3	2	-3.8	0.6	-2	-1	-0.3	3	-2.3	-1.6
20	CN(CC(=O)NCC1CCCCC1)S(=O)(=O)c1ccc(Cl)cc1	-0.1	-0.3	-2	-0.2	-1.2	-3	-4	0.3	-1	1.8	-0.9
21	CCC(=O)N1CCCC1(C)C(=O)Nc1cc(OC)ccc1OC (stereo not given)	-0.2	.	16	-1.6	0.5	-6	4	-0.2	1	0.7	-1.0
22	Fc1ccccc1NC(=S)N/N=C/c1ccccc1Br	-0.2	1.2	3	3.8	6.4	5	-7	4.3*	-14	16*	0.5
23	O=C(NC(=S)NC1CCS(=O)(=O)C1)c1cccc([N+](=O)[O-])c1 (stereo not given)	-0.1	0.6	8	1.6	0.0	-3	2	-1.7	2	3.8	-0.7
24	CNC(=O)/C(C#N)=C/c1c(N2CCN(c3cccc(Cl)c3)CC2)nc2c(C)cccn2c1=O	1.0	-0.3	15	2.3	2.5	-3	0	-0.3	10	5.0	-0.6
25	COc1ccc(NS(=O)(=O)c2cccc(C(=O)NCC(c3ccccc3)N(C)C)c2)cc1 (stereo not given)	-0.4	0.9	-7	-0.6	0.4	-2	0	-0.4	-2	-0.1	-0.9
26	C=CCn1c(=O)c(C(=O)NCCN(CC)CC)c(O)c2ccccc21	0.5	1.1	5	-0.1	-1.8	3	1	0.2	0	-1.2	-0.9
27	CCN1CCN(C(=O)CSc2cc(=O)n(CC)c3ccccc23)CC1	-0.2	0.7	-4	0.5	1.0	0	1	0.6	-5	-1.3	-0.8
28	CCOC(=O)N1CCC(N(CCOC)C(=S)Nc2cccc(SC)c2)CC1	0.3	-0.6	14	-0.5	0.8	-5	1	-1.0	1	0.0	-1.6
29	CC(=O)OCCCCON1C(=O)c2ccccc2C1=O	-0.7	0.5	-1	-0.5	-2.0	1	10	0.0	2	-0.2	-1.2
30	O=C(O)c1ccccc1NC(=S)NC(NC(=O)c1ccccc1[N+](=O)[O-])C(Cl)(Cl)Cl (stereo not given)	0.6	0.1	-6	-1.6	-2.2	6	2	-0.2	-1	-0.2	-1.2

Rewritten screen by screen: part of the list above
22	Fc1ccccc1NC(=S)N/N=C/c1ccccc1Br
16	O=[N+]([O-])c1ccc(OCCCn2cncn2)cc1
assay / compound	22	16
KLK7 zymogen act	-0.2	-0.4
DAX1 inh-1	1.2	0.6
sPLA2-III inh	3	-4
hcDAF12 agonist	3.8	-2.2
GAA850 FXN act	6.4	1.3
SMARCA2 activ	5	-1
GC-B act	-7	4
DAX1 inh-2	4.3*	-0.4
NPR1 activator	-14	4
hgDAF12 agonist	16*	1.2
ssDAF-12 act	0.5	-1.0

The list continues:
No.	SMILES	KLK7 zymogen act	DAX1 inh-1	sPLA2-III inh	hcDAF12 agonist	GAA850 FXN act	SMARCA2 activ	GC-B act	DAX1 inh-2	NPR1 activator	hgDAF12 agonist	ssDAF-12 act
31	COc1ccc(C(=O)NC(=S)Nc2ccccc2N2CCOCC2)cc1[N+](=O)[O-]	0.1	0.0	5	1.3	1.7	-2	-4	-0.1	5	1.4	-0.5
32	N#Cc1ccc(COC(=O)c2ccc(N3CCCC3)c([N+](=O)[O-])c2)cc1	0.8	0.0	5	4.4	1.8	1	-4	-0.3	-9	-1.4	-0.9
33	O=C1OCCN1C(=O)[C@H]1[C@H](c2ccc([N+](=O)[O-])cc2)C(c2ccc(F)cc2)=NN1c1ccc(Br)cc1	-0.7	-1.0	2	0.0	-1.4	-4	-3	-0.2	-2	1.0	-0.2
34	CCOc1ccc(N2CC(C(=O)NCc3ccccc3)CC2=O)cc1 (stereo not given)	-0.6	-0.3	0	1.1	-0.7	0	4	1.4	-1	0.6	-1.2
35	CC1=C(C(=O)Nc2cccc(C(=O)NC(C)C)c2)SCCO1	0.8	1.1	-2	-1.7	0.6	-2	-1	0.3	-1	3.0	-0.5
36	Cc1nnc(SCCC(=O)Nc2ccccc2Cl)o1	0.4	3.1	-3	-1.0	0.2	-1	-1	0.0	-5	-1.1	-1.1
37	Cc1cc2c(nc1C)CCCN2Cc1ccccc1C(F)(F)F	1.1	.	-4	0.7	.	0	3	-0.3	1	1.9	-1.6
38	C#CCNC(=O)C[C@@H]1C[C@@]2(C(=O)OC)CCCCC=C2N(Cc2ccc3c(c2)OCO3)C1=O	0.3	.	-2	-0.1	.	-5	-1	-0.7	-1	2.8	-0.8
39	CS(=O)(=O)c1ccc(Cl)c(NC(=O)C2CCCN(C(=O)c3ccc(Cl)cc3)C2)c1 (stereo not given)	0.5	1.0	-1	-0.9	3.7	1	-2	0.1	-3	-2.8	-1.5
40	O=C(c1ccccc1)N1CCN(C(=O)C2CC2)CC1	0.0	0.2	3	3.7	0.4	-1	2	-0.4	1	-1.9	-0.6
41	CCNS(=O)(=O)c1ccc(Br)c(C(=O)OC(C)C(=O)NCC2CCCCC2)c1 (stereo not given)	-0.4	0.0	-4	-1.8	2.9	1	-4	-0.6	-3	1.1	-1.6
42	CC(=O)C1=C(O)C(=O)N(Cc2ccco2)C1c1ccc(F)cc1 (stereo not given)	-0.5	-0.5	-13	-1.5	-2.1	-3	3	1.2	3	-1.7	-0.8
43	Cn1c(=O)c2ncn(CC(=O)Nc3ccc4c5c(cccc35)CC4)c2n(C)c1=O	0.2	0.6	-11	-0.4	-0.3	3	.	-0.3	.	2.5	-0.8
44	Cc1c(C(=O)OC/C(O)=C(\C#N)c2nc3ccccc3[nH]2)oc2ccccc12	-0.3	-0.6	-4	2.2	2.0	-1	2	-0.3	-2	1.2	-0.5
45	CCCCn1c(N)c(N(Cc2ccccc2OC)C(=O)c2sccc2C)c(=O)[nH]c1=O	0.1	-0.1	-4	-0.1	0.6	-2	-2	3.1	-2	0.2	-0.9
46	CCOC(=O)c1c(NC(=O)COc2ccccc2F)sc2c1CC(C)(C)NC2(C)C	0.3	-0.1	2	-1.2	-1.8	-2	7	-2.5	8	-2.6	-1.4
47	C/C(CC(=O)Nc1ccccc1C)=N\NC(=O)Cc1csc(N)n1	0.4	0.7	1	-0.9	1.5	-3	.	0.1	.	1.8	-0.9
48	CN(C)c1ccnc(Oc2ccc(F)cc2)c1C#N	0.2	-0.1	-3	-1.3	1.3	3	-6	-0.8	-1	-1.8	-1.2

Assay outcomes from PubChem BioAssay.

The order is random; any-hit rate near 6.7%.
